Screens deposited in PubChem BioAssay by several laboratories.
HTR2A ag = agonists of mouse serotonin 5-HT2A receptor (HTR2A). AID 624169. CHO-K1 mHTR2A beta-arrestin complementation, luminescence; percent of 30 µM serotonin response. activation, % at 7.6 µM. 0.66% of 360,000 active. P35363;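 active means activation above a run cutoff, the mean activation of all tested compounds plus 3 SD, cut at about 14% in these data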;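 further: 0% = plate median of compound wells and 100% = 30 µM serotonin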
Target sequence (P35363 whole entry, looked up): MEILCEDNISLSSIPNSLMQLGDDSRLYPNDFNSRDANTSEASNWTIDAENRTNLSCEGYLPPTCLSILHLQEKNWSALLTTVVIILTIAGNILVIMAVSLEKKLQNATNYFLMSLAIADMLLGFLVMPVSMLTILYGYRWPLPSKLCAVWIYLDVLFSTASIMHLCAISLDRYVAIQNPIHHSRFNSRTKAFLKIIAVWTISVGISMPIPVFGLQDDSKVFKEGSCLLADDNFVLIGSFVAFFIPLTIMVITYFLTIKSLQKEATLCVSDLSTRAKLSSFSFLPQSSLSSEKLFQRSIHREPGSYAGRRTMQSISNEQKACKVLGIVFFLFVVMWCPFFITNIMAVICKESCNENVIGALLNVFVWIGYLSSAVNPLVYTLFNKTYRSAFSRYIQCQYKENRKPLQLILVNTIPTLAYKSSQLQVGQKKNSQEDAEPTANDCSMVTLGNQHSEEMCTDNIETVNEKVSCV
MC4R antagonist = antagonists of human melanocortin 4 receptor (MC4R); MC4R-expressing cells, MTII-stimulated cAMP, LANCE TR-FRET; inhibition, % at 6.5 µM; 0.48% of 360,000 active;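 active means inhibition above its plate's cutoff, the mean of tested wells on that plate plus 3 SD, cut at about 29% in these data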;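 further: 0% = Melanotan II alone and 100% = Melanotan II plus saturating MCL0020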
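Material: human MC4R-expressing U2OS cells. Probe or stimulus: Melanotan II challenge. Dosing: 6.5 µM single dose. Times: 30-min compound, 1-h challenge, 1-h detection, room temperature. Technique: TR-FRET with Eu-cAMP and labeled anti-cAMP, 671 nm. Replication: singlicate.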
MC4R barr agon = activates human MC4R beta-arrestin recruitment | 0.98% of 360,000 active | P32245 | activation, % at 8.9 µM | U2OS MC4R beta-arrestin complementation, luminescence; percent of melanotan II response, DMSO zero | AID 540308;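 active means activation above a per-plate cutoff, the mean activation of sample wells on that plate plus 3 SD, cut at about 8% in these data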
ABHD5 PLIN5 PPI = blocks binding of human ABHD5 to perilipin-5; Q00G26+Q8WTS1; inhibition, % at 4 µM; Split G. princeps luciferase complementation, luminescence, 4 h; 0.78% of 360,000 active; AID 602281;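 active means inhibition above the mean inhibition across every tested compound plus 3 SD, cut at about 22% in these data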;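 further: 0% = DMSO only wells and the 100% control is not disclosed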
N-glyco inh = blocks N-linked glycosylation in D54 reporter cells | 0.23% of 360,000 active | D54 ERlucT glycosylation luciferase reporter, 24 h; percent of 100 nM tunicamycin response | reporter increase, % at 12.5 µM;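 active means mean luciferase reporter signal, scaled so untreated is 0 and the glycosylation-blocking control 100, at or above a set limit in every replicate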;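 further: luciferase carries N-glycosylation sites so blocking glycosylation raises the light; 0% = median of neutral control wells and 100% = median of 100 nM tunicamycin wells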
ABCB6 inh MLPCN = human ABCB6 transporter inhibition; Q9NP58; K562-ABCB6 porphyrin accumulation, flow cytometry, 1 h; active compounds read low; fluorescence ratio to DMSO, % at 10 µM; 0.19% of 360,000 active; AID 602162;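 active means fluorescence ratio to DMSO below 75%, the collection mean minus 3 SD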;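 further: signal is porphyrin accumulated inside mitochondria; 100% equals median channel fluorescence of DMSO control wells; lower ratio means ABCB6 inhibition with less porphyrin fluorescence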
H9c2 protect = modulators protecting cardiomyocytes from myocardial damage. H9c2 cardiomyocytes, H2O2 injury protection, ATPLite, 2 h. protection from H2O2 cell death, % at 20 µM. 0.63% of 360,000 active;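 active means compounds giving at least 50% protection of heart cells from peroxide-induced death in the single-dose screen, raw or plate-pattern-corrected value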;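 further: 0% = DMSO wells with peroxide and 100% = DMSO wells without peroxide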
TLR9-MyD88 inh = inhibitors of human TLR9-MyD88 binding; Q9NR96+Q99836; CHO BLA complementation TLR9-MyD88, CCF4 FRET ratio; inhibition, % at 4.98 µM; 0.21% of 340,000 active;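 active means inhibition above the mean over all tested compounds plus 3 SD, cut at about 21% in these data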;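 further: 0% = DMSO only wells and 100% = clavulanate BLA inhibitor control wells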
NOD2-RIPK2 inh = inhibitors of human NOD2-RIPK2 interaction. AID 624267. 0.38% of 360,000 active. CHO BLA complementation NOD2-RIPK2, CCF4 ratio. inhibition, % at 4.98 µM; in the data active means inhibition above about 21%;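 further: 0% = vehicle only and 100% = reference blocker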
Target sequence (O43353 whole entry, looked up): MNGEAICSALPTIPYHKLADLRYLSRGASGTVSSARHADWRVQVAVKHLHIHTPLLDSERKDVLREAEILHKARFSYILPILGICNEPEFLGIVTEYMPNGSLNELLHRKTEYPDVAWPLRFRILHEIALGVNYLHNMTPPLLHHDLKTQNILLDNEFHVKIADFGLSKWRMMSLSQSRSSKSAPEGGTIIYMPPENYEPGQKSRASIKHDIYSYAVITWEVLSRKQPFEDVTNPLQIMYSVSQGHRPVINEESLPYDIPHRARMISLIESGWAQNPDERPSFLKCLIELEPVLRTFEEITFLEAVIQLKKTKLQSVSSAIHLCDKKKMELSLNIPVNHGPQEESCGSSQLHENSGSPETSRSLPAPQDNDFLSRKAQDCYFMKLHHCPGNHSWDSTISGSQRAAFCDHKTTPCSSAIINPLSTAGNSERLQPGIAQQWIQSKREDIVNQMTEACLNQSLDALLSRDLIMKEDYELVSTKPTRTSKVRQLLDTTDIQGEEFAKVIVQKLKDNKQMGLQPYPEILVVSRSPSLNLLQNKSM
SRC2 inh = human SRC2 (NCOA2) inhibition | Q15596 | HEK293 GAL4-SRC2 luciferase reporter, luminescence | inhibition, % at 9 µM | 0.17% of 370,000 active | AID 651957;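 active means inhibition above the mean inhibition of all tested compounds plus 3 SD, set per campaign, cut at about 52% in these data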;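 further: 0% = DMSO treated cells and 100% = cells given Gossypol at 36 µM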
* = called active by the depositor; x = not tested or not shown.

SMILES	HTR2A ag	MC4R antagonist	MC4R barr agon	ABHD5 PLIN5 PPI	N-glyco inh	ABCB6 inh MLPCN	H9c2 protect	TLR9-MyD88 inh	NOD2-RIPK2 inh	SRC2 inh
NC(=O)/C(=C\c1ccc([N+](=O)[O-])o1)c1ccco1	4	2	-1.6	-6	4	92	5	x	-1	-5
Cc1ccc(-c2c(C(=O)NNC(=S)NCC3CCCO3)csc2C)cc1 (configuration not stated)	2	-2	-3.5	-1	-3	100	2	-3	1	1
CNC(=O)CSc1nnc(C(C)C)n1C	1	6	-0.4	0	1	98	12	6	1	-13
O=C(NCCCN1CCCC1=O)c1ccccc1NS(=O)(=O)c1ccc(Br)cc1	-1	3	-0.6	6	1	104	18	4	-9	-5
Cc1nc2ccccc2cc1C(=O)NCc1ccccc1	6	0	-0.9	4	-1	98	-9	0	-11	22
O=C(Nc1ccccc1)c1ccc(CSc2ccccn2)cc1	-8	-7	2.3	-11	-10	97	-10	8	-9	x
COC(=O)c1sccc1NC(=O)Nc1ccc(C)cc1	5	1	-2.4	-4	1	98	4	-10	-4	-40
CC(C)c1ccc(N2C(=O)CSC23C(=O)N2CCCc4cccc3c42)cc1 (configuration not stated)	0	4	-2.8	-2	-1	94	-2	-6	2	14
CC(=O)c1ccc(N(CC(=O)NC2CCS(=O)(=O)C2)S(=O)(=O)c2ccc(Cl)cc2)cc1 (configuration not stated)	-3	-3	-1.1	-15	-1	96	7	-4	-5	-1
Cc1ccc(C(=O)CNc2ccccc2C)cc1	2	6	-1.7	-2	0	96	-3	-1	-5	-1
Cc1ccccc1Oc1ncnc(N)c1[N+](=O)[O-]	9	-3	-1.0	-1	1	86	2	-2	1	8
Cc1ccc(S(=O)(=O)Nc2cccc(-c3ccc(N4CCCCCC4)nn3)c2)cc1C	-3	14	-1.4	6	-7	96	-10	3	-6	-59
Cc1nc2ccc(NC(=O)c3ccc(S(=O)(=O)N4CCOCC4)cc3)cc2s1	4	-2	-2.0	10	-2	90	-3	-5	-9	18
CN(C)C(=S)NC(C)(C)C	-2	14	0.8	-4	2	98	-2	8	2	-5
O=C(CN1C(=O)C2CC=CCC2C1=O)Nc1nnc(C2CC2)s1 (configuration not stated)	3	11	0.7	-20	1	102	14	-7	3	12
CCCc1nnc(NC(=O)CCC(=O)N2CCN(Cc3ccc(OC)c(F)c3)CC2)s1	3	4	-0.1	1	0	100	5	4	1	30
COc1ccc(C(C(=O)NC2CCCC2)N(C(=O)c2ccco2)c2cccc(C(C)=O)c2)cc1OC (configuration not stated)	3	5	-0.9	2	2	97	10	-12	-4	-14
CCOC(=O)/C(N=Nc1ccc2c(c1)OCO2)=C(\C)O	0	-12	-1.2	-4	-8	106	2	-11	-9	-37
COc1ccc(-n2c(=O)cc(N3CCN(c4ccccc4)CC3)[nH]c2=O)cc1	5	6	0.4	2	-1	103	-2	-3	-8	-7
O=C(C1CCN(Cc2ccccc2O)CC1)N1CCN(Cc2ccc3c(c2)OCO3)CC1	-8	2	-4.3	-3	x	104	7	-5	-4	3
CCn1ncc(CN2CCCC(C(=O)Nc3cccc(-c4cc5ccccc5[nH]4)c3)C2)c1C (configuration not stated)	-9	5	-0.8	11	-1	96	-5	-6	-8	5
CN1c2ccsc2C(O)=C(C(=O)Nc2ccccc2)S1(=O)=O	13	6	-1.6	-5	3	102	-7	1	-8	-15
Cc1cc2cc(C(c3nnnn3Cc3ccco3)N3CCc4ccccc4C3)c(=O)[nH]c2cc1C (configuration not stated)	4	-3	-0.9	-7	4	94	14	1	-5	-6
CN(CC(=O)N1CCCC1)S(=O)(=O)c1ccc(Cl)cc1	1	9	-0.9	27*	1	100	8	-5	-6	10
COC(=O)C1=C(C)n2nnnc2NC1c1cc2ccccc2o1 (configuration not stated)	-2	13	-1.6	3	-3	95	5	-10	0	4
O=C1CN(CC(=O)Nc2ccc(Cl)cc2)CCN1	-5	3	-1.1	-4	4	94	-3	2	-9	-7
COC(CNS(=O)(=O)c1ccc(S(=O)(=O)N2CCCC2)cc1)OC	11	1	1.8	3	3	98	-1	0	-17	2
CSCCC(NC(=O)c1ccccc1)C(=O)Nc1ccncc1 (configuration not stated)	6	10	0.3	4	-2	98	2	2	-6	5
COc1ccc(C(CC(=O)N2CCCCC2)c2c(O)cc(OC)cc2OC)cc1 (configuration not stated)	-7	10	-0.9	0	2	97	-2	-5	10	8
CCOC(=O)c1ccc(Oc2nc(NC)nc(SC)n2)cc1	0	-12	0.4	2	-1	98	-4	4	-5	17

The final 3 entries of the part before come first, to join the parts:
SMILES	HTR2A ag	MC4R antagonist	MC4R barr agon	ABHD5 PLIN5 PPI	N-glyco inh	ABCB6 inh MLPCN	H9c2 protect	TLR9-MyD88 inh	NOD2-RIPK2 inh	SRC2 inh
CSCCC(NC(=O)c1ccccc1)C(=O)Nc1ccncc1 (configuration not stated)	6	10	0.3	4	-2	98	2	2	-6	5
COc1ccc(C(CC(=O)N2CCCCC2)c2c(O)cc(OC)cc2OC)cc1 (configuration not stated)	-7	10	-0.9	0	2	97	-2	-5	10	8
CCOC(=O)c1ccc(Oc2nc(NC)nc(SC)n2)cc1	0	-12	0.4	2	-1	98	-4	4	-5	17
O=C(NCCN1CCOCC1)c1ccccc1N1C(=O)[C@@H]2Cc3c([nH]c4ccccc34)C(c3ccc(F)cc3)N2C1=O (some centres not stated)	1	9	-0.5	-8	-2	94	46	-19	2	-8
CC1=C(C(N)=O)C(c2ccco2)C(C(N)=O)=C(C)N1	-1	4	-0.7	2	-2	99	18	3	0	12
COc1ccc(-c2noc(CN(C(=O)c3ccc(OC(C)=O)cc3)C(C)C)n2)cc1OC	-8	-7	1.8	-1	-1	106	1	-3	11	5
NS(=O)(=O)c1ccc(CCNC(=O)c2cc(-c3ccc(Br)cc3)nc3ccccc23)cc1	-3	11	-2.1	7	-1	101	36	-1	-16	6
Cc1ccc(/C=N/N2CCCCC2)o1	6	-8	1.5	6	0	100	2	1	-4	14
FC(F)(F)c1nc2ccccc2c2nc3ccccc3n12	0	15	-1.6	-6	3	102	-2	4	-8	-35
O=C(NCC(F)(F)F)N1CCOCC1	6	4	0.1	3	2	97	-1	1	-1	9
CC/C(=N\NC(=O)c1ccc(Br)cc1)c1ccccc1	-4	17	0.9	1	1	103	4	5	-2	-32
Cc1cccc(-c2nc(CS(=O)CC(=O)N3CCCCC3)c(C)o2)c1 (configuration not stated)	-3	-2	0.3	1	2	78	-2	-7	5	4
CC1(C)CC(=O)C(Sc2ccccc2)=C(O)C1	3	11	1.1	0	2	98	14	-3	5	-17
O=C(Nc1nc(-c2cccnc2)cs1)c1ccccc1[N+](=O)[O-]	-2	8	-1.2	-2	1	100	4	-2	-7	3
COCCN1C(=O)N[C@@H](c2cccc(F)c2)C(C(=O)OC)=C1C	-1	3	-0.3	4	1	103	10	9	7	-12
COc1ccc(C2C(C#N)=C(N)N(N(C)C)C3=C2C(=O)CC(C)(C)C3)cc1 (configuration not stated)	5	-2	1.1	0	-1	91	6	0	-6	7
O=C(NCCc1csc(-c2ccccc2)n1)c1ccco1	-4	4	-2.2	-5	0	97	-4	4	1	-13
Cc1cc(C)nc(SCc2nnc(SCC#N)n2-c2cccc(Cl)c2)n1	9	-3	-0.5	3	2	94	0	-6	-3	12
CCCCC(NC(=O)Cc1c(C)c2cc3c(C)c(C)oc3c(C)c2oc1=O)C(=O)O (configuration not stated)	2	-7	1.0	9	-1	100	1	8	-3	-11
COc1ccc(/C=C/C(=O)Nc2cccc(S(=O)(=O)NC3=NCCCCC3)c2)c(OC)c1	-1	6	-1.2	9	-1	95	3	-1	5	-20
CC(=O)Nc1ccc(S(=O)(=O)NCc2nc(-c3ccccc3C)no2)cc1	x	x	x	x	3	98	0	1	x	6
CCCC(=O)c1cc(F)c(N2CCOCC2)cc1C	2	5	-1.3	1	0	97	5	10	1	-25
CC(C)NC(=O)CN1C(=O)c2ccccc2S1(=O)=O	5	-3	0.3	-5	2	90	7	6	-8	-23
CC1CN(c2ccccc2)NC1=O (configuration not stated)	-8	18	-1.4	-15	8	96	-6	9	-1	-17
CCOC(=O)c1c(CSc2ccccc2)n(C)c2cc(Br)c(OCC(O)CNC(CO)(CO)CO)cc12 (configuration not stated)	-7	12	6.5	15	-10	95	3	9	5	-4
C[C@@H]1CN([C@@H](C)CO)S(=O)(=O)c2ccc(-c3ccc(C(=O)N(C)C)cc3)cc2O[C@@H]1CN(C)Cc1ccccc1C(=O)O	1	0	-0.6	-3	-1	100	9	-7	-4	-8
Cc1nc2scc(C)n2c(=O)c1S(=O)(=O)Nc1ccc(N2CCN(S(C)(=O)=O)CC2)cc1	-2	12	-2.6	2	-2	97	-3	0	1	5
Cc1ccc(-c2cc(C(=O)NCCCN3CCCC3)c3ccccc3n2)cc1C	-5	-1	-1.7	3	1	107	-9	-10	7	-9
Cc1ccccc1Oc1cc(NC(=O)Cn2cnc([N+](=O)[O-])c2)cc([N+](=O)[O-])c1	1	-3	-3.6	-3	1	96	-15	3	-1	3
O=C(c1ccccc1C(=O)N1CCN(c2ccc(F)cc2)CC1)N1CCN(c2ccc(F)cc2)CC1	-3	2	0.6	9	-2	91	1	-3	7	-5
CCCCCCn1cc(CN2CC(N3CCN(C)CC3)CS2(=O)=O)nn1 (configuration not stated)	7	x	x	5	x	100	x	x	-7	1
C[C@@H]1CN([C@H](C)CO)C(=O)c2cc(Br)cnc2O[C@@H]1CN(C)C(=O)Cc1ccccc1	-3	-3	-1.4	0	1	97	0	-1	-7	0
Cc1cccc(C(=O)OCC(=O)N2CCCC2=O)c1[N+](=O)[O-]	1	9	-0.7	5	-1	102	0	-2	-6	11
COc1cc(-c2c(C(C)=O)c(C)nc3c2C(=O)c2ccccc2-3)cc(OC)c1OC	-4	2	-0.1	3	1	99	12	-13	12	-3
O=C1CCC[C@H]2c3[nH]c4ccccc4c3CCN12	-4	9	-2.1	-6	4	102	-4	-6	-8	-7
C=CCNC(=O)C1CC2Cn3c(nc4cc(C)c(C)cc43)C2N1C (configuration not stated)	-3	5	-1.7	2	3	97	3	-2	-1	-27
COc1ccccc1C(C)Nc1nc(-c2cccnc2)nc2ccccc12 (configuration not stated)	2	26	0.7	-1	-2	96	8	-7	-3	0
CCN(c1ccccc1)S(=O)(=O)c1ccc(OCc2c(C)noc2C)cc1	-6	4	-1.1	-3	2	77	-12	2	-3	-11
Cc1[nH]nc2c1C1(CCC(c3ccccc3)CC1)C(C#N)=C(N)O2 (configuration not stated)	2	11	2.7	1	1	98	7	8	-2	-12
CC(C)C(NC(=O)c1ccc(F)cc1)C(=O)N1CCN(c2ccccn2)CC1 (configuration not stated)	6	0	-1.2	3	1	91	-2	-4	-9	7

This is a subset; the hit share may differ from the screen's.
